TNAP activators: human TNAP enzyme activators, primary screen, biochemical, luminescent, no phosphate acceptor, uHTS (AID 1001). Alkaline phosphatase, tissue-nonspecific isozyme (Homo sapiens). purified TNAP, luminescent activation assay, no phosphate acceptor; higher activation fold means a stronger effect. 200,000 tested, 0.03% active. activation fold at 20 µM; hits with a dose series show EC50 in µM; in the data active = activation fold from about 3, or a potency from the dose series; inactive = the rest, 99 in 100 with activation fold below about 1.6; also: many of its hits are not listed in these tables
Lipid droplet: inhibitors of hepatocyte lipid droplet formation, primary screen, imaging, high-throughput imaging, BODIPY stain. AML12 mouse hepatocytes, oleate lipid droplets. inhibition, % at 6.5 µM. 240,000 tested, 0.4% active. AID 1656, 2009;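 active = lipid droplet intensity inhibited by at least 50%, with more than 500 cells counted; inconclusive = wells with under 300 cells, treated as cytotoxic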
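Assay system: AML12 hepatocytes (mouse); Probe or stimulus: oleic acid at 100 µM to induce lipid droplet formation; Dosing: compound at 6.5 µM only; Schedule: compound with oleate, overnight; Detection: fluorescence imaging, 20x objective, two fields per well; Measure: % inhibition of lipid droplet signal.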
MT stabilizer: microtubule stabilizers in HeLa cells, primary screen, imaging, high-content imaging | HeLa tubulin immunostaining HCS, 24 h; share of cells brighter than vehicle mean+2SD | % tubulin-high responders, % at 10 µM | 200,000 tested, 0.83% active | AID 2205, 2009;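 active = plate Z-score above 3 for both tubulin-high and condensed-nucleus cell shares, with cell loss under 80%, at 10 µM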;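 also: anti alpha tubulin signal scored within the nucleus-defined area of each cell; some results filed as inactive read as strong as hits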
T cell modulator: modulators of CD8 T cell-vesicle binding, primary screen, mouse 2C CD8+ T cells, flow cytometry. 2C CD8+ T cell-vesicle binding; hits give low values. AID 2052, 2009. 330,000 tested, 0.068% active. calls only at 7 µM;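 active = response, share of CD8 T cells binding vesicles, and their 90th percentile fluorescence all below set limits, cut at about 80% in these data, passing the limit was not always enough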
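Assay system: 2C TCR transgenic mouse naive CD8+ T cells, MACS-purified | Read-out: CD8+ gate FL2 mean fluorescence as % of same-row positive control | Signal: High-throughput flow cytometry with anti-B7-1 and anti-CD8 staining | Timing: Binding step 1.5 h, 37 °C, antibody labelling 20 min, ice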
Myeloid diff 2: induction of myeloid progenitor differentiation, primary screen, cell-based, flow cytometry, MLPCN library. 360,000 tested, 1% active. AID 624256, 2012. ER-HoxA9 myeloid progenitors, lysozyme-GFP differentiation. calls only at 10 µM;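 active = normalized GFP-positive differentiation at or above the plate's own cutoff, the solvent-only control mean plus 3 SD; inconclusive = no clear call, values can overlap the other calls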;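 also: cells exposed to compound for four days before flow analysis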
PMI inhibitors: inhibitors of human PMI, primary screen, biochemical, fluorescence intensity, coupled assay (AID 1209). purified PMI enzyme, coupled fluorescence intensity; higher % means a stronger effect. one-dose inhibition, % at 20 µM; IC50 in µM for titrated hits. Mannose-6-phosphate isomerase (Homo sapiens). 190,000 tested, 0.42% active; in the data active = inhibition above about 50%;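 also: plate controls were DMSO vehicle for no effect and wells lacking substrate for full effect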
bCat nuc transl: modulators of beta-catenin nuclear translocation, primary screen, imaging, HeLa cells, immunofluorescence, high-content | nuclear translocation activity, % at 5 µM | 190,000 tested, 0.3% active;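 active = nuclear translocation activity above 50% at 5 µM, with a well cell count of 50 or more; inconclusive = wells under 50 cells across six images, flagged as toxic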;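 also: per-cell ratio of nuclear to cytoplasmic median beta-catenin stain intensity; plate controls were DMSO negative control for no effect and GSK-3 inhibitor IX positive control for full effect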
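System: Human HeLa cells, endogenous beta-catenin | Compound dosing: 5 µM primary, 0.02–20 µM confirmation | Timing: 24 h compound exposure at 37°C, 5% CO2 | Measured by: Fluorescence imaging of beta-catenin antibody stain plus DAPI | Read-out basis: % activation of per-cell nuclear versus cytoplasmic median beta-catenin signal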
Dynein cargo inh: inhibitors of GR-EGFP nuclear translocation, primary screen, dynein cargo transport inhibitor project, imaging, high-content, 3617.4 mouse cells. z-score, hits read low. AID 1381, 2008. 220,000 tested, 0.47% active. test concentration mostly 20 µM; stimulated with dexamethasone, 1 µM; hits give low values;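 active = plate z-score of nuclear minus cytoplasmic receptor signal below a set negative limit, without overly bright fluorescence or cell loss, cut at about -3.5 in these data, passing the limit was not always enough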;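 also: z-score of nuclear minus cytoplasmic ring GR-EGFP intensity difference per well; some compounds called inactive have numbers as strong as hits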
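Also added: dexamethasone, 1.0 µM final. Medium: tet-free, stripped-serum medium. Detection: fixed, Hoechst-stained cells imaged at 10x for EGFP. Read-out: nuclear-to-cytoplasmic GR-EGFP distribution per well. Times: induction 48 h, compound 1 h, agonist 30 min.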
Insulin prom up: insulin promoter activators in MIN6 cells, imaging, high-content screening, mouse beta cells. MIN6 insulin promoter-GFP reporter; hits give high values. z-score at 5 µM. 190,000 tested, 0.3% active. AID 1625, 2009;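 active = z-score above 3 at 5 µM with at least 500 cells counted in the well; inconclusive = wells under 500 cells, flagged as cytotoxic or low count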
Dynein cargo inh cytoplasmic EGFP: also measured in Dynein cargo inh; calls as there; z-score; measured here: cytoplasmic GR-EGFP intensity; hits give high values
Dynein cargo inh nuclear GR-EGFP: second read-out of Dynein cargo inh, no call of its own (marks repeat the call); z-score; measured here: nuclear GR-EGFP intensity;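 lower value marks the stronger effect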
Dynein cargo inh cell count: further read-out of Dynein cargo inh, marked with its call; z-score; measured here: cell count per field
Insulin prom up cell count: second read-out of Insulin prom up, no call of its own (marks repeat the call); cell count; measured here: cytotoxicity, nuclei count;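 total cells summed across four imaged fields per well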
Lipid droplet cells 6.5 µM: recorded beside Lipid droplet, whose call it bears; cell count; measured here: cell count, cytotoxicity flag;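 cells counted across two imaged fields per well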
bCat nuc transl cell count 5 µM: also measured in bCat nuc transl; calls as there; cell count; measured here: cell count, cytotoxicity flag
T cell modulator vesicle-bound %: second read-out of T cell modulator, no call of its own (marks repeat the call); double positive events, %; measured here: CD8+ vesicle-bound cell fraction;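 binding gate set so that unloaded-vesicle control wells show 10% double positive cells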
MT stabilizer Hoechst-high %: recorded beside MT stabilizer, whose call it bears; % Hoechst-high responders; measured here: nuclear condensation Hoechst responders;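 share of cells brighter than vehicle mean plus two SD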
MT stabilizer cytotoxicity %: further read-out of MT stabilizer, marked with its call; toxicity, %; measured here: cytotoxicity by cell density;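 0% = mean cell density of plate MIN control wells and 100% = no cells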
Myeloid diff 2 GFP+ MAC1+ %: further read-out of Myeloid diff 2, marked with its call; GFP+ MAC1+ double positive, %; measured here: differentiation confirmed by MAC1 staining
An asterisk follows results filed as active; i = inactive; ? = inconclusive; . = no result given; + = active, no number. These rows are one share of the data (hit frequency here may not be typical).

SMILES	TNAP activators	Lipid droplet	Lipid droplet cells 6.5 µM	MT stabilizer	MT stabilizer Hoechst-high %	MT stabilizer cytotoxicity %	T cell modulator	T cell modulator vesicle-bound %	Myeloid diff 2	Myeloid diff 2 GFP+ MAC1+ %	PMI inhibitors	bCat nuc transl	bCat nuc transl cell count 5 µM	Dynein cargo inh	Dynein cargo inh cytoplasmic EGFP	Dynein cargo inh nuclear GR-EGFP	Dynein cargo inh cell count	Insulin prom up	Insulin prom up cell count
OC(Cc1ccccc1)(c1ccccc1)C1CN2CCC1CC2 (configuration not stated)	1	5	764	1.7	1.8	6.3	i	60	i	0.7	5%	.	.	-0.51	-0.22	-0.29	0.37	-1.7	826
CCOc1ccc2nc(N3CCC(C(=O)N4CCC5(CC4)OCCO5)CC3)sc2c1	1.1	0	745	1.2	1.1	14	i	17	i	1.2	12%	1.8	1210	1.1	0.12	0.72	-1.4	-0.11	801
Cc1ccc(N2C(=O)NC(=O)/C(=C\C=C\c3ccco3)C2=O)cc1	.	-5	742	.	.	.	i	32	i	0.3	.	2.6	1259	-5.1*	1.1*	-2.4*	-0.18*	0.18	1072
CCOc1ccccc1N=C1SCCCN1C	1.1	.	.	3.8	2.0	12	i	53	i	6.6	-5%	-6.3	927	0.5	-0.2	0.5	0.69	0.32	1111
O=c1[nH]c(=S)n(-c2ccc(F)cc2)c(O)c1/C=N/N1CCOCC1	.	6	750	.	.	.	i	31	i	0.4	.	0.3	1297	0.037	-0.26	-0.26	0.38	0.57	997
COC(=O)c1ccc(N2CCN(C)CC2)c([N+](=O)[O-])c1	1	9	646	8.5	1.7	6.1	i	49	i	0.1	5%	0.4	946	2.5	-0.26	1.6	-0.86	1.2	1626
O=C(O)C12C3CCCC1C32c1ccccc1 (configuration not stated)	1.1	.	.	1.1	1.2	12	i	40	i	1.7	-4%	-6.1	779	0.35	-0.21	0.28	-0.17	-0.14	1246
Fc1ccc(CCNCc2cccc(Cl)c2)cc1	1.1	.	.	2.1	1.0	4.4	i	26	i	2.2	8%	-0.5	1352	-0.23	-0.2	0.34	0.089	0.2	1475
O=C1CC(N2CCC(n3c(=O)[nH]c4ccccc43)CC2)C(=O)N1Cc1ccccc1 (configuration not stated)	0.8	0	786	5.6	2.1	4.3	i	34	i	0.8	1%	0.5	938	0.98	-0.23	0.39	-0.57	1.1	1186
COc1ccc2oc3c(c2c1)NC(=O)CN=C3c1ccccc1	1.1	0	709	3.0	1.1	1.6	i	40	i	0.2	11%	-1.8	1088	-0.74	-0.11	-0.17	0.75	0.15	1441
COc1cc(OC)cc(-n2nc(C(=O)N3CCC4(CC3)OCCO4)c3ccccc3c2=O)c1	1.1	7	841	2.6	2.0	4.4	i	9	i	0.5	8%	-1.6	1100	-0.33	-0.22	0.033	0.33	0.02	1171
CCCCn1c(O)c(C(CC)=NCCN2CCOCC2)c(=O)[nH]c1=O	1	1	766	4.5	2.1	6.3	i	30	i	12	-28%	-1.7	1180	0.23	-0.17	0.13	0.21	.	.
O=c1[nH]c(=O)n(Cc2ccco2)c(O)c1C=NCCN1CCNCC1	.	-4	764	.	.	.	i	52	i	0.3	.	-4.9	1155	-0.84	-0.27	-0.42	0.7	-0.18	1422
COC(=O)C1=Nc2ccccc2/C1=C\c1c(O)n(-c2ccc(OC)cc2)c(=O)[nH]c1=O	0.9	-3	708	2.3	1.4	9.4	i	46	i	9.0	-5%	1.0	1053	-0.67	-0.15	-0.45	0.77	.	.
CC(ON1CC1(C(F)(F)F)C(F)(F)F)(C(N)=O)C(N)=O (configuration not stated)	1.1	6	653	2.8	2.0	4.2	i	58	i	0.0	-2%	.	.	0.31	-0.31	0.024	0.28	0.14	1334
CCN(CCNc1ccc([N+](=O)[O-])c2cccnc12)S(=O)(=O)c1ccc(Cl)cc1	0.9	.	.	2.8	0.8	0.6	i	36	i	2.0	15%	0.2	1386	0.54	-0.17	0.11	0.093	-0.68	1225
O=C(Cn1ncc2c3ccccc3n(Cc3ccccc3F)c2c1=O)N1CCC2(CC1)OCCO2	1.1	9	748	6.1	2.2	10	i	24	i	0.9	9%	3.8	1179	-0.59	-0.18	0.42	1.1	0.31	1178
O=P1(NC2CCCC2)COc2ccccc2OC1	1.1	10	656	3.2	1.4	6.8	i	20	i	0.4	7%	1.8	908	0.23	-0.23	0.17	0.18	0.26	1805
CC1(C)CN=C(NCc2ccccc2Cl)S1	1.1	19	716	1.8	1.4	4.4	i	47	i	3.1	6%	.	.	0.73	-0.3	0.26	0.41	-1.2	1321
CN1CCC(OC(=O)C2c3ccccc3Oc3ccccc32)CC1	1	.	.	3.8	2.5	4.5	i	44	i	1.9	-1%	2.0	1293	0.1	-0.26	0.085	1.9	0.1	1353
CN1CCN(C(=O)Cc2ccccc2)CC1	.	-12	695	.	.	.	i	29	i	0.8	.	0.6	1326	-0.36	-0.28	0.46	0.34	0.09	1072
O=C1NC(=O)C(=Cc2cc([N+](=O)[O-])ccc2N2CCCCC2)C(=O)N1	0.9	1	749	3.7	1.8	3.8	i	60	i	0.2	1%	-1.8	562	-0.19	-0.27	0.032	-0.32	.	.
COc1ccc(F)cc1C(=O)C1CCCN(Cc2cnc(C)s2)C1 (configuration not stated)	1	-6	651	2.8	0.7	0.3	i	57	i	0.6	11%	0.9	1096	-0.8	-0.25	-0.56	0.36	0.91	1317
CN1C2CCC1CC(OC(=O)c1ccc([N+](=O)[O-])cc1)C2 (configuration not stated)	1.1	-20	659	1.9	2.4	9.8	i	54	i	0.5	5%	-0.5	991	0.34	-0.21	0.61	-0.79	0.23	1350
CCCCn1c(=O)c(C(=O)NCc2ccncc2)c(O)c2ccccc21	1.1	.	.	2.1	1.8	5.3	+	3.0*	i	0.5	-6%	2.3	867	-0.57	-0.2	-0.23	0.052	0.78	941

Next section:
SMILES	TNAP activators	Lipid droplet	Lipid droplet cells 6.5 µM	MT stabilizer	MT stabilizer Hoechst-high %	MT stabilizer cytotoxicity %	T cell modulator	T cell modulator vesicle-bound %	Myeloid diff 2	Myeloid diff 2 GFP+ MAC1+ %	PMI inhibitors	bCat nuc transl	bCat nuc transl cell count 5 µM	Dynein cargo inh	Dynein cargo inh cytoplasmic EGFP	Dynein cargo inh nuclear GR-EGFP	Dynein cargo inh cell count	Insulin prom up	Insulin prom up cell count
CC1(C)C2([N+](=O)[O-])CN3CC1([N+](=O)[O-])CN(C2)C3c1ccccn1 (configuration not stated)	.	-17	719	.	.	.	i	27	i	0.6	.	1.0	1240	-0.47	-0.23	0.35	0.039	-0.25	1042
Cc1cccc(N2CCN(CCc3ccccc3)CC2)c1C	1.1	.	.	0.9	1.4	5.7	i	10	i	3.5	-4%	1.5	1266	0.3	-0.21	0.51	0.7	2.9	1524
CCn1c(O)c(C(=O)CC2NCCc3ccccc32)c(=O)n(CC)c1=S (configuration not stated)	1	-17	704	3.4	1.5	11	i	52	i	1.1	-22%	-2.2	1225	0.5	-0.33	0.14	-0.047	.	.
O=[N+]([O-])c1ccc(Nc2ccccc2)cc1	0.9	4	582	3.5	2.5	7.2	i	63	i	0.3	9%	-1.1	1121	0.51	-0.14	0.52	-0.96	.	.
ClCCNc1nc2ccc(Cl)cc2[nH]1	1.1	.	.	2.1	1.7	8.0	i	32	i	0.4	7%	-1.4	1417	0.51	-0.21	-0.66	-0.42	-0.27	1610
CCC(C)(C)n1nnnc1C(c1cccs1)N1CC=C(c2ccc(F)cc2)CC1 (configuration not stated)	1.2	.	.	3.2	1.2	5.2	i	10	i	1.2	4%	-5.4	1011	-0.58	-0.39	-0.16	0.3	-0.16	1233
N=c1c2c(n(Cc3ccc(Cl)cc3Cl)c3c1CCC3)CCCC2	1.1	-66	571	2.4	1.5	1.4	i	2	i	1.3	14%	0.6	1046	0.44	-0.2	0.33	-0.024	?	.
O=C1NC(=O)C(C/C=C/c2ccccc2)C(=O)N1	1.1	.	.	2.9	3.2	8.4	i	47	i	1.1	-53%	3.0	1045	-0.35	-0.24	0.022	0.35	-0.15	1258
